Compound activity: PubChem BioAssay, several laboratories
TcdB GH inh: TcdB glycohydrolase inhibition; inhibition, % at 9.99 µM; P18177; TcdB glycohydrolase enzymatic assay, plate reader; 350,000 tested, 0.24% active; in the data active = inhibition above about 10%
FadD28 FP inh: inhibitors of Mycobacterium tuberculosis FadD28 bisubstrate binding; AID 588549; 360,000 tested, 0.22% active; inhibition, % at 12.5 µM; FadD28 bisubstrate probe binding, fluorescence polarization; in the data active = inhibition above about 8.5%, passing the limit was not always enough; inconclusive = no clear call, values can overlap the other calls
PfHsp40 rescue: restores yeast growth despite PfHsp40 toxicity; 340,000 tested, 0.68% active; growth rescue, % at 12.5 µM; S. cerevisiae expressing PfHsp40, growth rescue, ATP luminescence; in the data active = growth rescue above about 28%, passing the limit was not always enough; inconclusive = no clear call, values can overlap the other calls;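 also: yeast W303a lacking pdr1 and pdr3 grown in galactose medium; growth measured after three days at 30 °C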
Mtb FBA inh: inhibits M. tuberculosis FBA enzyme | inhibition, % at 1 µM | AID 588726 | 360,000 tested, 2.3% active | P9WQA3 | purified M. tuberculosis FBA, fluorescence read-out; in the data active = inhibition above about 27%;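 also: 0% = vehicle and 100% = reference inhibitor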
Target sequence (P9WQA3 whole entry, looked up): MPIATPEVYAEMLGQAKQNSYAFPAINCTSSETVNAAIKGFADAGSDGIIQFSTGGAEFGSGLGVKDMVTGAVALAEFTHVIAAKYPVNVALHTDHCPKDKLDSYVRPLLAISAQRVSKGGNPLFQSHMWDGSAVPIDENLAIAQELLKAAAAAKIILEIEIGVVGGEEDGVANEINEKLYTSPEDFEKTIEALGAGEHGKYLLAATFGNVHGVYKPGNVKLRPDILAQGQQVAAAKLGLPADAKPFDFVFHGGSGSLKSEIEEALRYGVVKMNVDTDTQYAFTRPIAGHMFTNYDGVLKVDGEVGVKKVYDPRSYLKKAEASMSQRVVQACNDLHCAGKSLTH
GDH-TPI inh: inhibits GDH-TPI coupling enzymes, artifact for Mtb FBA screen. AID 588335. inhibition, % at 4.8 µM. GDH-TPI coupled enzyme counterscreen, NADH absorbance. 360,000 tested, 1.2% active; in the data active = inhibition above about 30%;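 also: 0% = DMSO wells and 100% = wells lacking the enzyme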
UGM FP inh: blocks M. tuberculosis UGM enzyme. P9WIQ1. purified UGM, fluorescence polarization probe displacement. inhibition, % at 10 µM. 320,000 tested, 0.06% active. AID 504406; in the data active = inhibition above about 10%, passing the limit was not always enough; inconclusive = no clear call, values can overlap the other calls
Target sequence (P9WIQ1 whole entry, looked up): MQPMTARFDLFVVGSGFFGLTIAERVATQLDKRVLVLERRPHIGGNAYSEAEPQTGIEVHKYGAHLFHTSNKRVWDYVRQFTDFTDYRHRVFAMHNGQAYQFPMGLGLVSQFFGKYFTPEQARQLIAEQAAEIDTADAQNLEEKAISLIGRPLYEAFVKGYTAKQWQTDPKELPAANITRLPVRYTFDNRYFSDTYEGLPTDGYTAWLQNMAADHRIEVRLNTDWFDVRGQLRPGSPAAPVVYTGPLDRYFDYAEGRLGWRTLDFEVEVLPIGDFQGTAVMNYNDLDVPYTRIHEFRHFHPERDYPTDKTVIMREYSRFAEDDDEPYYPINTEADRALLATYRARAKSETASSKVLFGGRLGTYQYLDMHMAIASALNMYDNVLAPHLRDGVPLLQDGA
Y pestis TopoI: blocks Yersinia pestis topoisomerase I activity; activity, % at 10 µM; 360,000 tested, 0.064% active; Y. pestis Topo-I cleavage product accumulation, plate reader; AID 504884; in the data active = activity above about 50%, passing the limit was not always enough; inconclusive = no clear call, values can overlap the other calls; also: inactives centre near 2
Vc quorum ag: induces V. cholerae light production without autoinducers; V. cholerae BH1578 lux reporter, luminescence, 6 h; activation, % at 18.7 µM; 350,000 tested, 0.16% active; in the data active = activation mostly above about 9.7%, no sharp cut-off; inconclusive = no clear call, values can overlap the other calls; inactive = mostly below about 3.7%; also: not every result past the cut was called active; inactives centre near 0; reference of the scale not given here
Mtb BioA inh: BioA (M. tuberculosis) enzyme inhibition; 360,000 tested, 0.096% active; inhibition, % at 9.99 µM; purified M. tuberculosis BioA enzyme, plate reader; in the data active = inhibition above about 40%; inconclusive = no clear call, values can overlap the other calls
* hit, by the source's call; i = inactive; u = inconclusive; x = not tested or not shown.

SMILES | TcdB GH inh | FadD28 FP inh | PfHsp40 rescue | Mtb FBA inh | GDH-TPI inh | UGM FP inh | Y pestis TopoI | Vc quorum ag | Mtb BioA inh
N#CCCn1c(SCC(=O)NCC2CCCO2)nc2ccccc21 (centres undefined) | x | -2.3 | -3.0 | 2 | -3 | -0.6 | -7 | 7.7 | -2.0
O=C(Nc1ccccc1)c1cc(C2CCCCN2C(=O)c2cccs2)on1 (centres undefined) | 0.1 | -2.4 | x | -1 | 8 | x | 20 | -3.0 | 0.7
COc1ccc(NC(=O)c2cc(S(=O)(=O)N3CCOCC3)ccc2N2CCOCC2)cc1 | 3.5 | -1.9 | -1.7 | 1 | 8 | 0.3 | 3 | i | 2.3
OCC[C@@H]1C[C@H](O)[C@@H](O)[C@@]2(OCc3cc(C(F)(F)F)ccc32)O1 | -0.1 | 0.7 | x | 4 | 14 | x | -8 | -0.4 | -1.6
CCC(=O)N(Cc1ccccc1)c1ccccn1 | x | -4.4 | 0.1 | 0 | -15 | 1.1 | 10 | i | -1.9
NC1=NC(c2ccc(F)cc2)n2c(nc3ccccc32)N1 (centres undefined) | x | -4.0 | 2.3 | -1 | 4 | -1.1 | 2 | i | -0.3
Cc1cc(C)n2nc(C(=O)N/N=C/c3ccco3)nc2n1 | 0.8 | -0.7 | -0.4 | 0 | 20 | -0.2 | 4 | i | x
CCCN1Cc2cccc(C(=O)Nc3ccc(CC)cc3)c2C1=O | x | -18 | 0.4 | -3 | -9 | 1.5 | 0 | i | -0.9
CCN(CC)c1ccc(C(=O)N/N=C/c2ccc(OC)cc2OC)cc1 | 3.1 | -0.4 | -1.3 | -6 | 27 | 0.6 | 8 | -0.4 | x
O=C(CSc1ccc(Cl)cc1)N1CCN(c2ccc(Cl)cc2[N+](=O)[O-])CC1 | 1.2 | -0.3 | 15 | 0 | 7 | -0.7 | u | 1.2 | x
COc1ccc(S(=O)(=O)NNC(=O)Nc2ccc(C)cc2C)c(OC)c1 | 0.9 | -0.7 | 0.8 | 0 | 1 | 0.7 | -5 | -0.2 | -1.7
CCOc1ccccc1C1C(C(=O)Nc2ccccc2OC)=C(C)Nc2nnnn21 (centres undefined) | x | 0.4 | 0.1 | 5 | 10 | 0.8 | -1 | -0.9 | 0.0

Next part; the last six above are carried over.
SMILES | TcdB GH inh | FadD28 FP inh | PfHsp40 rescue | Mtb FBA inh | GDH-TPI inh | UGM FP inh | Y pestis TopoI | Vc quorum ag | Mtb BioA inh
Cc1cc(C)n2nc(C(=O)N/N=C/c3ccco3)nc2n1 | 0.8 | -0.7 | -0.4 | 0 | 20 | -0.2 | 4 | i | x
CCCN1Cc2cccc(C(=O)Nc3ccc(CC)cc3)c2C1=O | x | -18 | 0.4 | -3 | -9 | 1.5 | 0 | i | -0.9
CCN(CC)c1ccc(C(=O)N/N=C/c2ccc(OC)cc2OC)cc1 | 3.1 | -0.4 | -1.3 | -6 | 27 | 0.6 | 8 | -0.4 | x
O=C(CSc1ccc(Cl)cc1)N1CCN(c2ccc(Cl)cc2[N+](=O)[O-])CC1 | 1.2 | -0.3 | 15 | 0 | 7 | -0.7 | u | 1.2 | x
COc1ccc(S(=O)(=O)NNC(=O)Nc2ccc(C)cc2C)c(OC)c1 | 0.9 | -0.7 | 0.8 | 0 | 1 | 0.7 | -5 | -0.2 | -1.7
CCOc1ccccc1C1C(C(=O)Nc2ccccc2OC)=C(C)Nc2nnnn21 (centres undefined) | x | 0.4 | 0.1 | 5 | 10 | 0.8 | -1 | -0.9 | 0.0
COCCNC(=O)CCCn1c(=O)c2cc(OC)c(OC)cc2n(CC(=O)Nc2ccc(F)cc2)c1=O | 0.7 | -1.7 | 1.1 | 10 | 3 | -0.5 | 10 | i | x
COC(=O)CN1C(=O)C(C)(C)Oc2ccc(C(=O)NC3CC3)cc21 | x | -0.5 | -0.7 | 3 | 15 | 1.4 | -3 | 1.9 | 0.9
CC1CCc2c(sc3ncnc(NCCCOC(C)C)c23)C1 (centres undefined) | x | -2.1 | 4.4 | 3 | 0 | 2.8 | 17 | -8.3 | 3.6
O=C(CN1CCN(Cc2ccccc2)CC1)N1N=CCC1c1ccccc1 (centres undefined) | 0.4 | -2.7 | 16 | 1 | -3 | -0.2 | 7 | -2.1 | x
COc1ccccc1-n1c(SCC(=O)N2CCOCC2)nc(O)c(Cc2ccccc2)c1=O | x | -1.4 | -1.2 | -9 | 10 | -4.1 | -5 | i | -1.1
COc1ccc(C2C3=C(CC(C)(C)CC3=O)Nc3n[nH]c(C)c32)cc1 (centres undefined) | x | -2.7 | 0.6 | 25 | 7 | 1.3 | -3 | -0.8 | 5.0
Cc1cc(S(=O)(=O)NC(C)C)ccc1OCC(=O)N1CCOCC1 | x | -0.4 | 1.2 | 2 | -6 | 2.2 | 5 | -0.2 | 1.1
CCN(C(=O)CSc1nnc(C2CC2)n1-c1ccccc1)C1CCS(=O)(=O)C1 (centres undefined) | 0.8 | -0.6 | 0.5 | 3 | 7 | 2.5 | 0 | -0.5 | -0.9
S=c1[nH]nc(COc2ccccc2)n1/N=C/c1cccs1 | x | -1.4 | 2.2 | -5 | 10 | 2.3 | -2 | i | 1.9
COc1ccc(OC)c(CN2CCN(C(=O)c3ccc(NS(=O)(=O)c4cccc([N+](=O)[O-])c4)cc3)CC2)c1 | 0.7 | 0.7 | -0.7 | -3 | 4 | 4.9 | 32 | i | 1.8
COc1ccc2cc3cc(C(=O)NCCN4CCc5ccccc5C4)oc3nc2c1 | x | -11 | 3.4 | 188* | 38* | 1.2 | 23 | 0.9 | 2.8
CCC(C)Nc1nc(SC(C(C)=O)C(C)=O)nc(N(C)C)n1 (centres undefined) | x | -0.6 | -0.4 | -1 | 3 | 2.7 | -10 | -0.5 | 0.5
CN(C)c1ccc(N2C(=NC(=O)C3CCCO3)SC3CS(=O)(=O)CC32)cc1 (centres undefined) | 1.7 | -1.7 | -0.6 | 1 | 11 | 0.8 | -9 | i | 2.1
Cc1nnc(SCC(=O)N(C)c2c(N)n(Cc3ccccc3)c(=O)[nH]c2=O)n1Cc1ccccc1 | 0.1 | -3.9 | 0.0 | 1 | -1 | -0.3 | 10 | -0.2 | 0.1
Cc1ccc(-c2oc3ccccc3c(=O)c2OCC(=O)O)cc1 | 1.0 | -2.5 | -1.6 | 5 | 7 | 1.0 | -7 | 1.0 | 26
COc1cc(S(=O)(=O)N2CCN=C2c2ccccc2)ccc1Cl | 1.6 | -2.5 | 0.3 | 0 | -14 | 4.9 | -2 | 8.6 | 1.1
OCCN(CCO)c1ncnc2c1oc1ccc(Br)cc12 | x | 3.2 | 1.5 | 0 | 18 | -0.8 | 5 | i | -0.5
CN(CC(=O)Nc1cccc(S(=O)(=O)N2CCCCC2)c1)Cc1ccc(F)cc1 | 1.1 | -2.4 | -0.6 | 1 | -4 | -2.0 | 33 | 0.0 | -2.8
CN1CCN(C(=O)c2cnn(-c3ccccc3)c2NC(=O)c2ccccc2F)CC1 | x | -2.5 | 0.5 | 3 | -2 | -0.2 | -2 | i | -2.1
Cc1cc(C)c(NC(=O)CNC(=O)COC(=O)C2CCN(c3ccc(C(F)(F)F)cn3)CC2)c(C)c1 | 0.9 | -1.6 | 0.5 | 6 | -1 | 0.0 | 33 | -0.6 | -0.4
O=C(NCc1nnc(SCC(=O)N2CCCC2)o1)c1ccccc1F | x | -3.4 | 0.8 | 1 | -4 | -3.4 | 2 | i | 7.1
COc1ccc(C(C(=O)NC2CCCC2)N(C(=O)c2csnn2)C2CCCC2)cc1 (centres undefined) | 0.3 | -4.1 | -0.4 | -3 | 2 | -1.2 | 1 | -0.3 | x
Cc1cccn2cc(-c3cccc(NC(=O)c4cccs4)c3)nc12 | 0.1 | -13 | 3.1 | 0 | 6 | 0.9 | 4 | -1.6 | x
COc1ccc(C(CNC(=O)c2ccc(NS(=O)(=O)c3ccc(F)c(C)c3)cc2)N(C)C)cc1 (centres undefined) | 0.3 | -3.0 | -1.7 | -2 | 7 | -1.4 | -15 | i | 1.3
COc1ccc(NC(=O)Cn2nnc3sc4c(c3c2=O)CC(C)(C)OC4)cc1 | -0.2 | -1.0 | -1.9 | -1 | 22 | -0.2 | 3 | i | x
Cc1cc(OC(C)C(=O)NCC(O)c2ccccc2)c2c(C)cc(=O)oc2c1 (centres undefined) | 0.5 | 0.6 | -0.3 | 71* | 11 | 1.5 | 6 | 0.2 | -0.4
CCOc1ccc(CCNC(=O)C(O)c2ccccc2)cc1 (centres undefined) | x | -4.5 | -1.6 | 2 | -8 | 4.7 | -1 | 0.8 | -0.9
CCOc1cnc(-c2c(-c3c(Cl)cccc3Cl)noc2C)o1 | 1.3 | -1.9 | 1.3 | 6 | 3 | 1.1 | 3 | i | -0.4
CC(C)N(C)C(=O)C(=O)c1cccn1-c1cccc(Cl)c1C#N | 1.8 | -1.9 | -0.9 | 2 | 2 | 1.5 | -6 | i | x
Cc1cc(OCC(=O)NCCc2ccc(Cl)cc2)c2c(C)cc(=O)oc2c1 | 0.1 | -1.2 | 1.2 | 4 | 1 | -2.0 | -4 | -0.2 | -0.5
C#Cc1cccc(Nc2nc(NCCOC)nc3ccsc23)c1 | 1.9 | -3.9 | x | 1 | 13 | x | -5 | -0.6 | 4.7
O=C(CCN1CCN(CCO)CC1)Nc1ccccc1 | 0.3 | 0.9 | -0.7 | 0 | 0 | -1.2 | 2 | i | -2.4
Cc1cc(C)nc(NS(=O)(=O)c2ccc(N/C=C3\CCCC3=O)cc2)n1 | x | -0.6 | -1.2 | 0 | 37* | 0.1 | -1 | i | -1.7
O=[N+]([O-])c1ccccc1S(=O)(=O)N1CCN(Cc2ccsc2)CC1 | 1.6 | -3.9 | 0.5 | 1 | -4 | -0.4 | 8 | i | -1.4
CN(CC(=O)Nc1cccc(F)c1)C(=O)c1ccc2c(=O)n3c(nc2c1)CCC3 | 1.2 | -1.0 | -0.9 | 3 | -2 | 0.6 | 7 | i | 0.0
O=C1c2ccccc2NC(c2ccccc2)N1c1ccc(O)cc1 (centres undefined) | 1.0 | -2.9 | 0.0 | 4 | 1 | 1.2 | -2 | i | 1.2
CCc1ccc(-c2cc(C)no2)cc1S(=O)(=O)Nc1cc(C)on1 | 0.4 | -0.9 | 0.5 | 0 | -1 | -0.3 | 5 | i | x
COc1ccc(C(=O)NCc2nnc(SCC(=O)N3CCCCC3)o2)cc1 | 0.0 | 0.5 | -1.1 | 0 | 12 | 0.2 | 5 | i | x
CC(=O)c1cccc(S(=O)(=O)N2CCC(C(=O)O)(c3ccccc3)CC2)c1 | 0.1 | 0.6 | 1.1 | 3 | 5 | 2.3 | -6 | -0.3 | -11
CCn1c2ccccc2c2cc(CC(N)=O)ccc21 | -2.6 | 0.6 | u | 0 | 4 | 1.4 | 4 | 0.9 | 1.2
CCNC(=O)NC(=O)COC(=O)c1ccccc1SCC(=O)NC(=O)NCC | x | 0.1 | 0.1 | 79* | 20 | 1.5 | -3 | -0.3 | -2.0
O=C(CN1C(=O)C2(OCCCO2)c2ccccc21)NCc1ccccc1 | x | 1.0 | -0.9 | 1 | -3 | -0.4 | 6 | i | -0.2
O=C(CC1NCCNC1=O)Nc1ccc2c(c1)OCCO2 (centres undefined) | x | -3.2 | 0.8 | -2 | -1 | -1.8 | -4 | i | -1.9
COc1ccccc1C(=O)Nc1cc(C)ccc1NC(=O)c1ccco1 | 1.6 | -2.6 | -0.2 | -1 | 7 | -0.1 | 14 | i | 0.2
CCc1ccccc1NC(=O)Nc1cnccn1 | 0.2 | 1.2 | 0.4 | 3 | -10 | -1.6 | 6 | i | -1.2
Cc1ccc(OCC(=O)N(Cc2ccccc2)C(C)C)c([N+](=O)[O-])n1 | x | -1.2 | 1.2 | 0 | 6 | 0.1 | 1 | -0.3 | x
COc1ccc(NS(=O)(=O)c2ccc(C)c(C(=O)NCCCn3ccnc3)c2)cc1 | -3.3 | -1.4 | x | 0 | 8 | x | -2 | -0.5 | -0.9
